Bioassay records (PubChem BioAssay)
GAA glycogen – inhibitors or activators of human alpha-glucosidase glycogen cleavage. P10253. Potency, µM (titrated, usually from 76.4 µM), inactives show at the highest dose activity change, negative = inhibition, usual class: inhibitors. recombinant GAA, glycogen substrate, Amplex Red glucose oxidase fluorescence. 300,000 tested, 0.38% active;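 note: 0% = full enzyme reaction and -100% = no-enzyme basal signal; the screen sought inhibitors and activators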
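Recombinant human alpha-glucosidase (4 nM final) hydrolysed bovine liver glycogen (30 ug) for 40 min at 37 C in pH 5.0 citrate/phosphate with 0.01% Tween-20. Released glucose detected by glucose oxidase/Amplex Red, Ex 573/Em 610 nm. Compounds up to 77 uM; AC50 from Hill fits.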
RGS12 GoLoco inh – inhibitors of human Gai1-RGS12 GoLoco interaction (red fluorophore); P63096; Gai1:RGS12 GoLoco peptide FP, rhodamine, 10 min; Potency, µM (highest dose often 61.6 µM), without a hit: at the highest dose activity, negative = inhibition, hits mostly inhibitors; 230,000 tested, 0.44% active; AID 880; active = well fitted inhibition curve with a large enough effect, not every such curve was filed as active; inactive = no such curve, though single readings can be large or run the other way; note: % is set by controls: 0 for no effect and ±100 for the full control effect; nearly all actives have a fitted effect of over 30% in size; many of its hits are not listed in these tables
ALDH1A1 inh – blocks purified human ALDH1A1 activity | P00352 | Purified ALDH1A1, NADH fluorescence, propionaldehyde substrate | Potency, µM (top dose mostly 75.3 µM), without a hit: top-dose activity, negative = inhibition, hits mostly inhibitors | 220,000 tested, 7.3% active; active = well fitted inhibition curve with a large enough effect, not every such curve was filed as active; inconclusive = small, poorly fitted or top-dose-only effect, or another doubt; inactive = no such curve, though single readings can be large or run the other way;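 note: plate controls were no enzyme wells and a reference inhibitor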
SMN2 splice enh – enhancers of SMN2 splice variant expression; Potency, µM (top dose mostly 46.1 µM), for the others: at the top dose activity change, positive = activation, usual class: activators; HEK293 SMN2-luciferase splicing reporter, luminescence, 30-36 h; 210,000 tested, 2.8% active; note: % of control where 0% means no effect; nearly all actives have a fitted effect of over 55% in size
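HEK293 cells carry an SMN2 minigene-luciferase reporter in which exon 7 inclusion puts luciferase in frame. Cells were seeded at 2000 cells/well, attached for 10-12 hours, then exposed to compounds for 30-36 hours at 37C before ONE-Glo luminescence.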
GAA inhib – inhibitors of human lysosomal alpha-glucosidase; purified human GAA, 4-MU-alpha-glucoside fluorescence; Potency, µM (doses to about 76.9 µM), inactives show at the top dose activity change, negative = inhibition, most hits filed as inhibitors; 200,000 tested, 0.005% active; AID 1466;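 note: plate controls were uninhibited enzyme wells for no effect and no-enzyme background for full effect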
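Fluorescence at Ex 365/Em 440 nm from 4-methylumbelliferone reported enzyme activity after 20 min at room temperature. Reactions used 4 nM enzyme and 400 uM substrate at pH 5.0; curves fitted with the Hill equation.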
KDM4E inh – inhibitors of human JMJD2E histone demethylase. Potency, µM (highest dose often 57.1 µM), for the others: at the highest dose activity change, negative = inhibition, usual class: inhibitors. 230,000 tested, 1.6% active. JMJD2E catalytic domain, FDH-coupled NADH fluorescence (FDH is formaldehyde dehydrogenase). AID 2147. B2RXH2; active = well fitted inhibition curve with a large enough effect, not every such curve was filed as active; inconclusive = small, poorly fitted or top-dose-only effect, or another doubt; inactive = no such curve, though single readings can be large or run the other way;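 note: 0% = wells with enzyme and -100% = buffer wells without enzyme; nearly all actives have a fitted effect of over 50% in size; many of its hits are not listed in these tables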
Target sequence (B2RXH2 1-337 limits assumed): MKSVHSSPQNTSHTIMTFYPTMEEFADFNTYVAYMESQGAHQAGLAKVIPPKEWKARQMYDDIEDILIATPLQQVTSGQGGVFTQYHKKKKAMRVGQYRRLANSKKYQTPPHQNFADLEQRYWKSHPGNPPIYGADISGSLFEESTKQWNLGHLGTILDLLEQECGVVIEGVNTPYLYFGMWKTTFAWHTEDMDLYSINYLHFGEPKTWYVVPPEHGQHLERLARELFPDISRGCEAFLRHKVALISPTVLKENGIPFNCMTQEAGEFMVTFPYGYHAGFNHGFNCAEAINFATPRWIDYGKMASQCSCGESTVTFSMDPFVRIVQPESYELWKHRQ
GLA spleen mod – alpha-galactosidase A (human) modulation; P06280; human spleen homogenate, 4MU-alpha-Gal fluorescence, 40 min; Potency, µM (doses to about 80 µM), for inactives: at the top dose activity change, negative = inhibition, hits mostly inhibitors; 240,000 tested, 0.008% active; AID 2107;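 note: 0% = enzyme with vehicle and -100% = no enzyme basal signal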
Target sequence (P06280 32-429 limits assumed): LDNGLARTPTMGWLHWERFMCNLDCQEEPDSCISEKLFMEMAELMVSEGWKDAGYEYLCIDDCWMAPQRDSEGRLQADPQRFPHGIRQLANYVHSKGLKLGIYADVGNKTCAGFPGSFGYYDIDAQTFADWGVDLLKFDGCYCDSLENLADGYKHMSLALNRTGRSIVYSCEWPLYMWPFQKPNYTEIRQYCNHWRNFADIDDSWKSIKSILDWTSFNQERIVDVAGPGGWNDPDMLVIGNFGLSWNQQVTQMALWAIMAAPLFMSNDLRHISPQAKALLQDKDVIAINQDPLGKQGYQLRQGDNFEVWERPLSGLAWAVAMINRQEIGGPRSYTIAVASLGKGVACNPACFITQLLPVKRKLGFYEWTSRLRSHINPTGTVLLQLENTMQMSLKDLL
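Human spleen homogenate (1 ug) as enzyme source, 4-methylumbelliferyl-alpha-D-galactopyranoside 1 mM final, citrate/phosphate pH 5.0 with 0.01% Tween-20. Compounds 40 min at 37C, NaOH/glycine stop; fluorescence Ex 365/Em 440, Hill-fit AC50.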
GAA spleen mod – lysosomal alpha-glucosidase (human) modulation. P10253. human spleen homogenate, 4-MU-alpha-glucoside fluorescence. Potency, µM (titrated, usually from 79.9 µM), for the others: at the top dose activity change, negative = inhibition, actives largely listed as inhibitors. 240,000 tested, 0.006% active. AID 2112;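 note: 0% = enzyme with vehicle and -100% = no enzyme basal signal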
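Human spleen homogenate (1 ug) with 4-methylumbelliferyl-alpha-D-glucopyranoside (1 mM final) in 50 mM citrate/phosphate pH 5.0, 0.01% Tween-20; 40 min at 37 C. Stopped at pH 10; 4-MU fluorescence Ex 365/Em 440 nm; AC50 by Hill fit.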
Starred values were filed as active, the others as inactive; ? = inconclusive; · = not tested or not shown; & = joins results of further samples; [ ] = dose if it differs, or a comment. Unless noted, calls come from the whole dose curve; as a rule, active = well fitted curve in the direction sought with a large enough effect; inconclusive = small, poorly fitted or top-dose-only effect, or another doubt; inactive = no such curve, though single readings can be large; an effect the other way counts as inactive or inconclusive. Potency is the fitted concentration of half-maximal effect.

SMILES | GAA glycogen | RGS12 GoLoco inh | ALDH1A1 inh | SMN2 splice enh | GAA inhib | KDM4E inh | GLA spleen mod | GAA spleen mod
COc1ccc2c(c1)OC1=C(C(=O)CCC1)C2C1=C(O)CCCC1=O (stereo not given) | 0% | 6% | 8% | 1% | -33% | 10% | 3% | 1%
CC(C)(C)Cc1nnc(NC(=O)CN2C(=O)c3ccccc3C2=O)s1 | 11% | 2% | 22µM* | 0% | 5% | -11% | 6% | 1%
Cc1cccc(-n2cccc2)c1C#N | 3% | 10% | 1% | 5% | 8% | -8% | -22% | 0%
CCCC(=O)Nc1ncnc2c1ncn2[C@@H]1O[C@@H]2COP(=O)(O)O[C@H]2[C@H]1OC(=O)CCC | 2% | -5%&4% | 3%&2% | -20% | -6%[15.4 µM] | 9%&5% | 4%&-17%&-13% | -2%&5%&-6%
COC(=O)c1ccccc1NC(=O)C1CC(c2ccc(F)cc2)=NO1 (stereo not given) | -1% | -3% | -4% | -12% | -5% | -10% | -11% | 2%
CCn1cnc2sc(C)c(C)c2c1=O | 8% | 2% | 1% | -14% | 3% | 2% | -3% | -5%
COc1ccc(CCNC(=O)c2cc(-c3ccc(C)c(C)c3O)n[nH]2)cc1OC | -8% | 13% | ? | -32% | -8% | 8% | 2% | -4%
Cn1c(=O)c2c(nc(SCc3nc(N)nc(N4CCCCC4)n3)n2C)n(C)c1=O | -3% | 7% | 19% | -45%[inhibitor] | 3% | 8% | -7% | -6%
C=C(C)CSc1cc(C)c(C#N)c2nc3ccccc3n12 | -12% | -23% | 22% | -69%[inhibitor] | 0% | -2% | 8% | -4%
COc1ccccc1C(=O)Nc1ccccc1C(=O)N1CCCC1 | 4% | 4% | 5% | -16% | 0% | -4% | -2% | -6%
CN(C(=O)COc1cc(=O)n(C)c2ccccc12)c1cccc(Cl)c1 | 2% | 8% | ? | -2% | -4% | -10% | 3% | -8%
CC(NC(=O)CNC(=S)N(Cc1cccs1)C1CCCC1)c1ccccc1 (stereo not given) | -14% | 5% | 16µM* | ? | -4% | -3% | -2% | -7%
Cn1c(=O)[nH]c(=O)c2c1nc(N1CCOCC1)n2CCN1CCOCC1 | 4% | 1% | 6% | -12% | -5% | 6% | -9% | -9%
CSc1nc(-c2cccs2)c(C#N)c(=O)[nH]1 | -1% | 20% | ? | · | -6% | ? | -2% | 4%
CCCCC1CCC(C(=O)OCC(=O)Nc2ccc(S(N)(=O)=O)cc2)CC1 (stereo not given) | 0% | -25% | 0% | -2% | ? | 7% | -6% | -8%
OCC1CCCN(C(=S)Nc2ccc(Oc3ccccc3)cc2)C1 (stereo not given) | -18% | -1% | -10% | · | -1% | -5% | -2% | -11%
NC[C@@H]1O[C@@H](O[C@H]2[C@H](O)[C@@H](O[C@@H]3O[C@@H](CO)[C@H](O)[C@@H](N)[C@@H]3O)[C@H](N)C[C@@H]2N)[C@@H](O)[C@H](O)[C@H]1O | · | 9% | 16% | · | · | · | -24% | 0%
Cc1nn(Cc2ccc(Br)cc2)c(C)c1NC(=O)c1nn(C)cc1Cl | 6% | 9% | -13% | -25% | -4% | -1% | 8% | -12%
CCc1ccc(OCC(=O)NC(=S)Nc2ccc(F)cc2)c(Br)c1 | 4% | 9% | 18% | -16% | -1% | 7% | 2% | 4%
c1ccc(-n2nnc3c(N4CCOCC4)ncnc32)cc1 | 5% | 3% | ? | 12% | -8% | -3% | -13% | -3%
O=C(COC(=O)c1ccc[nH]c1=O)NC1CCCC1 | 13% | 5% | 1% | -22% | -5% | -1% | 14% | 4%
COc1ccc(OC(C)C(=O)Nc2cccc([N+](=O)[O-])c2)cc1 (stereo not given) | -19% | -5% | -4% | -2% | 4% | 12% | 1% | -2%
C/C(CC(=O)Nc1ccc(Cl)cc1Cl)=N\NC(=O)c1cnccn1 | ? | 5% | · | · | · | 0% | 5% | -2%
O=C1CCCN1c1cc(Cl)cc(Cl)c1 | 4% | 10% | 1% | 1% | 1% | 0% | 0% | 0%
COC(=O)C1(C)NC(=O)c2ccccc2N1 (stereo not given) | 2% | 35%[activator] | ? | 1% | 9% | ? | 3% | -12%

Compounds shown so far that contain fluorine, in the order listed:
SMILES | GAA glycogen | RGS12 GoLoco inh | ALDH1A1 inh | SMN2 splice enh | GAA inhib | KDM4E inh | GLA spleen mod | GAA spleen mod
COC(=O)c1ccccc1NC(=O)C1CC(c2ccc(F)cc2)=NO1 (stereo not given) | -1% | -3% | -4% | -12% | -5% | -10% | -11% | 2%
CCc1ccc(OCC(=O)NC(=S)Nc2ccc(F)cc2)c(Br)c1 | 4% | 9% | 18% | -16% | -1% | 7% | 2% | 4%

The main list resumes with the 2 entries that preceded the break.
SMILES | GAA glycogen | RGS12 GoLoco inh | ALDH1A1 inh | SMN2 splice enh | GAA inhib | KDM4E inh | GLA spleen mod | GAA spleen mod
O=C1CCCN1c1cc(Cl)cc(Cl)c1 | 4% | 10% | 1% | 1% | 1% | 0% | 0% | 0%
COC(=O)C1(C)NC(=O)c2ccccc2N1 (stereo not given) | 2% | 35%[activator] | ? | 1% | 9% | ? | 3% | -12%
O=C(c1n[nH]c(=O)c2ccccc12)N1CCN(Cc2ccc3c(c2)OCO3)CC1 | 5% | -5% | · | · | · | -5% | 8% | -6%
Cc1ccc2c(c1)N=C(c1ccccc1)CC(C(Cl)Cl)=N2 | -15% | 1% | · | · | · | ? | -8% | 0%
CCN1CCN(c2ccc(S(=O)(=O)N3CCCCC3)cc2NC(=O)c2ccc(F)cc2)CC1 | -7% | -28% | 1% | ? | 1% | -3% | -9% | -8%
NS(=O)(=O)c1ccc(NC(=S)N2CCN(Cc3ccc(Cl)c(Cl)c3)CC2)cc1 | -14% | 4% | 7% | · | -8% | 11% | -3% | -15%
COc1cc(OC)cc(-c2nnc(SCC(=O)NCc3cccs3)o2)c1 | 1% | -14% | 7% | -2% | 2% | -1% | 5% | 4%
NC(=O)C1CCN(c2ncccc2[N+](=O)[O-])CC1 | 10% | -6% | -3% | 2% | -5% | -7% | -1% | 3%
O=C(Cn1c(=S)[nH]c2ccccc2c1=O)N1CCc2ccccc2C1 | -3% | 4% | 18% | 27% | 0% | -6% | 4% | 9%
CN(C)c1nc(N)nc(CSc2ncc(Cl)cc2Cl)n1 | -2% | -1% | -9% | 11% | ? | -2% | 3% | -4%
CCN(CC)c1ccc(/C=N/NC(=O)c2cccc(S(=O)(=O)Nc3ccccc3OC)c2)c(O)c1 | -1% | 4% | 2% | -95%[inhibitor] | ? | ? | -2% | -9%
COCCNC(=O)C(c1cccs1)N(C(=O)Cn1nnc2ccccc21)c1ccccc1 (stereo not given) | 3% | -11% | 4% | -8% | -9% | 12% | -4% | -3%
Cc1nnc(N(C)C(=O)Cc2ccc3c(c2)OCO3)s1 | -10% | 1% | -5% | -1% | -5% | 0% | -2% | -1%
Cn1c(=O)c2c(nc(CN3CCN(C(=O)c4ccco4)CC3)n2Cc2ccc(Cl)cc2)n(C)c1=O | 3% | 6% | 14µM* | -1% | 0% | -3% | 2% | -1%
Cc1ccc(S(=O)(=O)Nc2ccc(NC(=O)/C=C/C(=O)O)cc2)cc1 | -30% | 5% | 35µM* | 6% | 11% | 7% | 4% | -6%
COc1cc(C)c(Cl)cc1S(=O)(=O)NC1CC(C)(C)NC(C)(C)C1 | 19% | 8% | 7% | · | ? | -2% | -4% | 1%
O=C(NCc1ccc(Cl)cc1)c1ccc(N2CCCC2=O)cc1 | 5% | 3% | -4% | 3% | 6% | 7% | 5% | 4%
COc1ccccc1CCNC(=O)CSc1nc(-c2ccco2)cc(C(F)(F)F)n1 | 10% | 8% | ? | -10% | -6%[15.4 µM] | 7% | -13% | 0%
CCC1(NC(C)=O)CC2CC1CC2NC(C)=O (stereo not given) | 3% | 7% | ? | 1% | -5% | -1% | 8% | -17%
CC(C)c1ccc(C2CC(=O)c3cnc(N4CCc5ccccc5C4)nc3C2)cc1 (stereo not given) | -1% | -4% | -10% | -9% | 1% | 11% | -4% | -12%
c1ccc2nc(-c3nc4ccccc4o3)ccc2c1 | -10% | 121%[activator] | ? | · | -12% | 1% | 4% | 0%
CC1(OC(=O)CCc2ccccc2)C(=O)C=C2C=C3CCCN3C=C2C1=O (stereo not given) | 14% | -10%[14.2 µM] | 3%[13.5 µM] | -1%[9.22 µM] | · | 18µM* | 7%[17.5 µM] | 0%[17.4 µM]
O=C(c1cccnc1Cl)N(Cc1ccccc1)Cc1ccccc1 | -4% | 5% | -1% | -25% | 5% | -2% | -7% | -5%
CCC(C)C(=O)Nn1c(C2CC2)nc2cc(OC)c(OC)cc2c1=O (stereo not given) | 3% | 3% | 7% | 9% | -29% | 3% | -7% | 1%
CCC(=O)Nc1ccc(C(=O)Nc2ccc3c(c2)C(=O)N(CC2CCCO2)C3=O)cc1 (stereo not given) | 2% | 4% | ? | 6% | ? | ? | -2% | -5%
CC/C(=N\Nc1ccccc1[N+](=O)[O-])c1ccc(O)cc1 | ? | 7% | -6% | · | -12% | -1% | -6% | -2%

Filtered by structure: the entries above containing a furan ring, fused or not
SMILES | GAA glycogen | RGS12 GoLoco inh | ALDH1A1 inh | SMN2 splice enh | GAA inhib | KDM4E inh | GLA spleen mod | GAA spleen mod
Cn1c(=O)c2c(nc(CN3CCN(C(=O)c4ccco4)CC3)n2Cc2ccc(Cl)cc2)n(C)c1=O | 3% | 6% | 14µM* | -1% | 0% | -3% | 2% | -1%
COc1ccccc1CCNC(=O)CSc1nc(-c2ccco2)cc(C(F)(F)F)n1 | 10% | 8% | ? | -10% | -6%[15.4 µM] | 7% | -13% | 0%

This is a subset; rates above refer to the full screens.
